CaV13 ICDI inh: Disruptors of the CACNA1D IQ motif to Ca2+-dependent inactivation inhibitor domain association, primary screening, Förster resonance energy transfer in intact living …; 340,000 tested, 0.098% active; inhibition, % at 12.3 µM; AID 743397; HEK cells, CFP/YFP FRET ICDI-IQ, plate reader, 10 min; percent FRET-ratio fall versus neutral wells;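 active = mean replicate inhibition of at least 30% and at least 1% of replicates passing that level; inconclusive = only one of the two criteria is met; inactive = neither criterion is met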;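 also: 0% = median of the neutral control wells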
m5-HT2A agonist: mouse HTR2A agonism via beta-arrestin recruitment. P35363. CHO-K1 mHTR2A beta-arrestin complementation, luminescence; percent of 30 µM serotonin response. activation, % at 7.6 µM. 360,000 tested, 0.66% active. AID 624169;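 active = activation above a run cutoff, the mean activation of all tested compounds plus 3 SD, cut at about 14% in these data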;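 also: 0% = plate median of compound wells and 100% = 30 µM serotonin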
PDI inh: blocks human protein disulfide isomerase activity | P07237 | PDI insulin aggregation turbidity, A650, 90 min | inhibition, % at 10 µM | 350,000 tested, 0.052% active | AID 588391;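 active = mean inhibition across replicates of 30% or more, whatever share of single replicates reach that level; inconclusive = mean inhibition below 30% while every single replicate reaches 30%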;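 also: absorbance from insulin aggregation driven by PDI reduction with DTT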
MC4R antagonist: human MC4R antagonism in cAMP assay; P32245; MC4R-expressing cells, MTII-stimulated cAMP, LANCE TR-FRET; inhibition, % at 6.5 µM; 360,000 tested, 0.48% active;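 active = inhibition above its plate's cutoff, the mean of tested wells on that plate plus 3 SD, cut at about 29% in these data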;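 also: 0% = Melanotan II alone and 100% = Melanotan II plus saturating MCL0020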
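System: U2OS cells stably expressing human melanocortin 4 receptor (MC4R). Reagent: Melanotan II challenge after compound preincubation. Doses: 6.5 µM. Times: 30-min compound, 1-h challenge, 1-h detection, room temperature. Measured by: TR-FRET with Eu-cAMP and labeled anti-cAMP, 671 nm. Replicates: singlicate.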
Cardio protect: modulators protecting cardiomyocytes from myocardial damage | H9c2 cardiomyocytes, H2O2 injury protection, ATPLite, 2 h | protection from H2O2 cell death, % at 20 µM | 360,000 tested, 0.63% active;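 active = compounds giving at least 50% protection of heart cells from peroxide-induced death in the single-dose screen, raw or plate-pattern-corrected value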;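 also: 0% = DMSO wells with peroxide and 100% = DMSO wells without peroxide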
MC4R ag barr: agonists of human melanocortin 4 receptor (MC4R) beta-arrestin; AID 540308; P32245; activation, % at 8.9 µM; 360,000 tested, 0.98% active; U2OS MC4R beta-arrestin complementation, luminescence; percent of melanotan II response, DMSO zero;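 active = activation above a per-plate cutoff, the mean activation of sample wells on that plate plus 3 SD, cut at about 8% in these data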
N-glyco inh: blocks N-linked glycosylation in D54 reporter cells; D54 ERlucT glycosylation luciferase reporter, 24 h; percent of 100 nM tunicamycin response; reporter increase, % at 12.5 µM; 360,000 tested, 0.23% active;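 active = mean luciferase reporter signal, scaled so untreated is 0 and the glycosylation-blocking control 100, at or above a set limit in every replicate; inconclusive = mean reaches the limit but not every replicate does; inactive = mean below the limit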;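 also: luciferase carries N-glycosylation sites so blocking glycosylation raises the light; 0% = median of neutral control wells and 100% = median of 100 nM tunicamycin wells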
ABCB6 inh MLPCN: inhibitors of human ABC transporter ABCB6; Q9NP58; K562-ABCB6 porphyrin accumulation, flow cytometry, 1 h; hits give low values; fluorescence ratio to DMSO, % at 10 µM; 360,000 tested, 0.19% active;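 active = fluorescence ratio to DMSO below 75%, the collection mean minus 3 SD; inconclusive = too few cells collected in the well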;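 also: signal is porphyrin accumulated inside mitochondria; 100% equals median channel fluorescence of DMSO control wells; lower ratio means ABCB6 inhibition with less porphyrin fluorescence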
Exocytosis inh: blocks lytic granule exocytosis. inhibition, % at 10 µM. TALL-104 LAMP-1 surface exposure, flow cytometry; cells stimulated with thapsigargin and PMA. 360,000 tested, 0.66% active;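 active = inhibition above about 55%, limit read from the data; inconclusive = no clear call, values can overlap the other calls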
ABHD5-PLIN5 inh: blocks binding of human ABHD5 to perilipin-5; 360,000 tested, 0.78% active; inhibition, % at 4 µM; Split G. princeps luciferase complementation, luminescence, 4 h;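 active = inhibition above the mean inhibition across every tested compound plus 3 SD, cut at about 22% in these data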;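 also: 0% = DMSO only wells and the 100% control is not disclosed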
Target sequence (Q00G26 whole entry, looked up): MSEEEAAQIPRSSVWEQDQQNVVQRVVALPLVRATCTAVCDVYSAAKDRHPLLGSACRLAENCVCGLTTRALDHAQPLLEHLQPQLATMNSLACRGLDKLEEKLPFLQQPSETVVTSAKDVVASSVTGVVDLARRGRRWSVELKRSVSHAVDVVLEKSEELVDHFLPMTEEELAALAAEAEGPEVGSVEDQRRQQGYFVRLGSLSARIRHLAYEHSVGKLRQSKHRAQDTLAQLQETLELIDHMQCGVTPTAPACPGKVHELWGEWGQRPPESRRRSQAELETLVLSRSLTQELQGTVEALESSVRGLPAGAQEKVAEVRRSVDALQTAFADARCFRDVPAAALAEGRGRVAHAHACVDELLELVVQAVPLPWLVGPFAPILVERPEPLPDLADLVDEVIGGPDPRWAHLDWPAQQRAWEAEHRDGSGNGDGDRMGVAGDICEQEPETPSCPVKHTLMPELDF
Target sequence (Q8WTS1 whole entry, looked up): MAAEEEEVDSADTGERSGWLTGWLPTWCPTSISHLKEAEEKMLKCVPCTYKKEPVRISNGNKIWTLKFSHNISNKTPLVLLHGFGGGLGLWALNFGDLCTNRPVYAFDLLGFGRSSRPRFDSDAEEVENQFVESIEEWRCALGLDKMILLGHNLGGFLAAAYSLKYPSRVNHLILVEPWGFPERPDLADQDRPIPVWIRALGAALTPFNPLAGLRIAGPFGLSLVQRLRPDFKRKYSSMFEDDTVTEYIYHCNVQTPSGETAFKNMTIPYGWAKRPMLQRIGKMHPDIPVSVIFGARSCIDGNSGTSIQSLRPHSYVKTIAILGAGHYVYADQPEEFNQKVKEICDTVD
The depositor's hits bear a star; ? = inconclusive; / = no result given.

canonical_smiles	CaV13 ICDI inh	m5-HT2A agonist	PDI inh	MC4R antagonist	Cardio protect	MC4R ag barr	N-glyco inh	ABCB6 inh MLPCN	Exocytosis inh	ABHD5-PLIN5 inh
COc1ccc(-c2nnc(N3CCOCC3)c3ccccc23)cc1	-3	11	8	10	-3	-0.3	-5	100	2	3
CCCc1[nH]nc2c1C(CCC)C(C#N)=C(N)O2 (centres undefined)	-5	0	1	5	4	-0.3	2	101	-1	1
COc1ccc(C(C#N)=Cc2ccccc2OC)cc1	-7	-2	-4	-13	-9	0.2	11	95	-2	-7
Cc1ccc(NC(=O)c2cnn(-c3ccccc3)c2C)cc1C	-4	-6	-1	2	-14	-0.8	-19	106	36	-6
CC(=O)N/C(=C\c1ccccc1)C(=O)NC(C)C(=O)O (centres undefined)	-6	-3	-2	15	6	-2.1	1	95	2	-3
Cc1cccc(C)c1NC(=O)C1(N(C(=O)c2ccccn2)c2ccc(O)cc2)CCCCC1	-4	-2	6	-2	6	-1.5	-2	103	0	0
COc1ccc(C(=O)NNC(=O)C2=NN(c3ccccc3)C(=O)CC2)cc1	-3	4	-5	2	1	-1.2	1	93	1	-6
COc1cc(NC(=O)CCNC(=O)Cn2cnc3sc4c(c3c2=O)CCCC4)cc(OC)c1OC	-7	-4	-3	-3	-2	-0.5	2	86	-2	-4
COc1ccc(NC(=S)Nc2ccc(OC(F)F)cc2)cn1	-2	2	0	15	-5	1.7	0	96	8	-8
CCOC(=O)CNC(=O)c1ccc(Cl)s1	-3	2	1	9	1	-1.2	1	96	-10	-3
O=C(Cc1ccccc1)Nc1ncccn1	-9	-1	-6	-1	3	-1.6	0	101	-7	1
O=C(CN1C(=O)CCSc2ccccc21)Nc1ccc2c(c1)OCO2	-8	0	0	10	2	0.8	-2	104	-1	-1
CCOC(=O)c1c(C)n(-c2ccc(C)cc2)c2c(CC(C)=O)c(Br)c(OC)c(O)c12	/	-4	-7	6	-14	-0.4	-1	95	-3	-2
C=CCC[C@H](Cc1ccc(F)cc1)C(=O)OC[C@@H](Cc1c[nH]c2ccccc12)NC(=O)[C@H](CC=C)CC(=O)NCCO	-5	-2	21	8	12	-0.4	6	96	5	11
Cc1ccc(C(NC(=O)C2CCN(CCCOc3ccccc3)CC2)c2ccccn2)cc1 (centres undefined)	-11	-4	18	0	9	-0.7	-1	90	2	3
CCOC(=O)CNC(=O)N1CCCC(C(=O)c2cc(C)c(OC)c(C)c2)C1 (centres undefined)	-5	-1	0	-1	3	-1.2	2	89	-1	-2
COc1cccc(NC(=O)C2CCCN2C(=O)NC2CCCCC2)c1 (centres undefined)	-4	0	-2	1	-2	-1.8	1	91	?	1
O=C1NC(=O)C(=Cc2ccccc2)N1	-9	8	8	4	-2	1.9	1	99	-2	-3
COc1ccc(Cl)cc1NC(=O)COC(=O)/C=C/c1c(C)nn(C2CCS(=O)(=O)C2)c1Cl (centres undefined)	/	4	1	18	11	-0.1	-2	97	-2	6
CC(C)(C)N1NC2(CCCCC2)NC1=S	-5	-2	17	-5	0	-0.6	0	96	7	-7
CC(=O)C1CCC2C3CCC4CC(=O)CCC4(C)C3C(O)CC12C (centres undefined)	-5	2	-1	12	-8	-0.1	-2	97	7	1
COc1ccc([N+](=O)[O-])cc1NC(=O)CCN1CCOCC1	-4	-1	3	-5	0	-1.0	0	98	11	-5
O=C(O)COc1ccc(/C=N/NC(=O)c2ccc(-c3csc(Nc4ccc(Cl)cc4)n3)cc2)cc1	-2	-5	-2	18	-1	-0.4	-1	101	-2	-6
C#CCOCCOCCOCCNc1nc(N2CCN(C(=O)C([C@@H](C)O)n3cc([C@@H](N)CCCCN)nn3)CC2)nc(N2CCN(C(=O)[C@H](CCCCN)n3cc([C@@H](N)[C@H](C)CC)nn3)CC2)n1 (some centres undefined)	-6	-1	4	6	1	-1.8	0	103	-4	1
CC(C)(C)OC(=O)C(Oc1ccccc1[N+](=O)[O-])C(=O)OC(C)(C)C	-8	-4	/	/	/	/	/	/	3	-1
O=C(Nc1nccs1)c1cc(-c2ccccn2)nc2c(Cl)cccc12	-7	-2	4	1	5	-1.1	1	102	3	11
CC(C)(C)OC(=O)N1CCCN(C(=O)Nc2ccc(OC(F)(F)F)cc2)CC1	-18	-3	12	2	-10	-0.2	0	96	18	-4
COc1ccc(C(=O)C2CCCN(Cc3cccn3-c3nccs3)C2)cc1F (centres undefined)	3	-7	3	7	-18	1.8	6	90	8	7
CC(Sc1nnc2ccccn12)C(=O)Nc1ccc(Cl)cn1 (centres undefined)	-7	-1	2	8	2	1.7	1	106	-4	-8
CN(C)CCN(Cc1cc2cc3c(cc2[nH]c1=O)OCCO3)C(=S)NCC1CCCO1 (centres undefined)	-2	-2	2	18	-3	-2.2	3	98	0	-2
Cc1ccc(-c2nc(P(=O)(c3ccccc3)c3ccccc3)c(N3CCOCC3)o2)cc1	0	-3	-2	5	4	-1.7	-2	101	-2	3
O=C(NCCCn1ccnc1)c1ccc(N2CCCCCC2)c([N+](=O)[O-])c1	-4	-8	21	7	-1	-0.1	-1	93	-1	2
COc1ccc(NC(=O)CCCNC(=O)Cn2cnc3sc(C)c(C)c3c2=O)c(OC)c1	-7	-2	-7	16	0	-2.2	6	106	-4	5
Cc1cccc(NC(=O)CCOc2ccccc2)c1	1	-4	-3	1	1	-2.8	-1	101	-2	-1
Cc1ccccc1C(=O)Nc1ccccc1Sc1ccccc1	/	1	-6	4	-17	2.6	0	98	7	-3
O=C(Nc1cccc(NC(=O)c2ccccc2)n1)c1ccccc1	-21	-3	-4	4	-4	1.0	2	95	2	0
COc1cc(CNC2CCC(C)C2)cc(OC)c1 (centres undefined)	-4	2	7	5	-5	0.4	-1	91	-1	0
COc1ccc(C2CC(c3ccc(Br)cc3)=NN2C(=O)CCC(=O)O)cc1OC (centres undefined)	-21	-1	-1	7	8	0.9	2	94	-1	2
CCC(C)Sc1ccc([C@@H]2[C@@H]3C(=O)N(CC)C(=O)[C@@H]3[C@]3(C(=O)OC)CCCCN23)cc1OC (some centres undefined)	-6	-9	8	6	1	-0.7	0	100	-5	-2
COc1ccc(N2CCc3c(C)nc4c(OC)cc(OC)cc4c32)cc1	-2	-1	-7	-11	-26	-0.7	?	92	11	9
O=C(C[C@H]1C(=O)N(CCc2ccccc2)C[C@@H]1c1ccccc1)Nc1ccccc1	-2	0	-9	5	-4	-0.7	-1	98	-8	-3
Cn1cc([N+](=O)[O-])c(C(=O)Nc2ccc(-c3nc4ccccc4[nH]3)cc2)n1	-5	-2	2	1	17	-3.1	-7	98	2	-3
COc1cc(C(O)c2nc(-c3ccc(F)c(Cl)c3)cs2)ccc1F (centres undefined)	-2	5	5	10	-10	1.2	-1	98	-4	-2
CCOc1ccc(C(=O)NN2C(=O)C3C4C=CC(O4)C3C2=O)cc1 (centres undefined)	/	-6	-8	7	1	-0.5	2	108	-1	13
COc1cccc(S(=O)(=O)Nc2cccnc2)c1	-6	0	10	9	2	-0.5	4	97	1	-3
O=C(Cn1nnc(-c2ccccc2)n1)OCc1ccccc1	-4	4	-1	14	-2	-0.9	0	98	2	-2
O=C(COC(=O)c1ccco1)Nc1cc(S(=O)(=O)N2CCOCC2)ccc1Cl	-6	-3	-17	7	1	-1.0	5	93	5	5
Cc1nn(-c2ccccc2)c(C)c1/C=N/NC(=O)c1cc(-c2cccs2)[nH]n1	-5	-9	9	-31	40	-1.3	14	93	20	-10
Clc1ccc(OCCN2CCOCC2)cc1	-3	-1	1	-8	1	-1.9	0	105	-8	-5
O=C(NCCc1ccccc1)C1Cc2c(-c3ccc4c(c3)OCO4)ccnc2O1 (centres undefined)	-5	-6	14	2	5	-1.7	10	98	20	2
COC(=O)c1cc(C(=O)OCC(=O)NC2CCCC2)cc([N+](=O)[O-])c1	-5	-1	-3	1	1	0.3	0	98	-7	5
CCn1c(CCNC(=O)c2ccc(OC)cc2)nnc1SCc1ccc(Cl)cc1Cl	-8	-3	-9	21	-1	1.9	-4	96	4	0
CC(O)(c1cccc(F)c1)c1nc(-c2ccc3ccccc3c2)cs1 (centres undefined)	-10	2	6	6	-14	0.3	0	98	-4	-8
CC(=O)c1cccc(S(=O)(=O)N2CCC(n3nnc4cc(F)ccc43)CC2)c1	-5	-8	4	2	-3	-2.3	-3	85	-6	-1
COc1cc(NC(=O)COC(=O)c2ccc3ccccc3n2)cc(OC)c1	-4	8	-2	-4	6	-1.2	1	101	2	6
Cc1ccccc1NC(=O)c1cccc(C(=O)Nc2ccccc2C)c1	-5	-2	0	11	-3	1.7	1	108	-1	-2
O=C(Cc1cccs1)N1CCN(c2ccc([N+](=O)[O-])cc2)CC1	-16	-1	2	-5	-5	0.3	0	95	-3	5
O=C(OCc1cc([N+](=O)[O-])cc2c1OCOC2)c1cccnc1SC(F)F	-7	-6	3	-3	5	-5.5	0	93	0	0
